Pin1 inhibitor: human Pin1 inhibition; Potency, µM (titrated, usually from 115 µM), inactives show at the top dose activity, negative = inhibition, actives largely listed as inhibitors; actives 0.009% (n = 390,000); Pin1 FP peptide displacement, HiFluor488, 10 min; active = well fitted inhibition curve with a large enough effect in the polarisation, with a control signal flat, not every such curve was filed as active; inconclusive = small, poorly fitted or top-dose-only effect, or effect the other way, or a change in a side signal; inactive = no such curve, though single readings can be large or run the other way; the % refers to the polarisation; also: potency is read from the fitted curve at half-maximal effect; % is scaled to controls: 0 for no effect and ±100 for the full control effect
Tb PGK inh: blocks T. brucei phosphoglycerate kinase; P07378; PGK/GAPDH coupled, Kinase-Glo luminescence, 60 min; Potency, µM (titrated, usually from 57.5 µM), without a hit: at the highest dose activity change, negative = inhibition, most hits filed as inhibitors; actives 0.043% (n = 380,000); also: potency is read from the fitted curve at half-maximal effect; % is scaled to controls: 0 for no effect and ±100 for the full control effect; nearly all actives have a fitted effect of over 60% in size
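Recombinant glycosomal PGK reaction used 1,3-bisphosphoglycerate generated in-well by GAPDH (100nM final) in 100mM TEA pH 7.6, 5mM MgCl2, 0.01% Tween-20. After 60 minutes at room temperature, ATP was read by Kinase-Glo Plus luminescence end-point.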
G9a block: G9a (human) methyltransferase inhibition. G9a H3K9 monomethylation, AlphaScreen, 2 h. Potency, µM (series often up to 102 µM), for the others: at the top dose activity, negative = inhibition, usual class: inhibitors. actives 8.8% (n = 350,000). AID 504332; also: potency is read from the fitted curve at half-maximal effect; % is scaled to controls: 0 for no effect and ±100 for the full control effect; nearly all actives have a fitted effect of over 75% in size
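AlphaScreen read-out: biotin-H3K9 peptide (500 nM) methylation by 20 nM enzyme with 20 uM SAM, 2 h at room temperature after 15 min compound preincubation; anti-monomethyl H3K9 antibody plus donor/acceptor beads, 10 min dark.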
BAZ2B block: inhibitors of human BAZ2B bromodomain; Q9UIF8; AlphaScreen BAZ2B-H3K14Ac peptide displacement; Potency, µM (titrated, usually from 114 µM), for the others: top-dose activity change, negative = inhibition, usual class: inhibitors; actives 4.4% (n = 360,000); also: potency is read from the fitted curve at half-maximal effect; % is scaled to controls: 0 for no effect and ±100 for the full control effect; nearly all actives have a fitted effect of over 60% in size
Target sequence (Q9UIF8 whole entry, looked up): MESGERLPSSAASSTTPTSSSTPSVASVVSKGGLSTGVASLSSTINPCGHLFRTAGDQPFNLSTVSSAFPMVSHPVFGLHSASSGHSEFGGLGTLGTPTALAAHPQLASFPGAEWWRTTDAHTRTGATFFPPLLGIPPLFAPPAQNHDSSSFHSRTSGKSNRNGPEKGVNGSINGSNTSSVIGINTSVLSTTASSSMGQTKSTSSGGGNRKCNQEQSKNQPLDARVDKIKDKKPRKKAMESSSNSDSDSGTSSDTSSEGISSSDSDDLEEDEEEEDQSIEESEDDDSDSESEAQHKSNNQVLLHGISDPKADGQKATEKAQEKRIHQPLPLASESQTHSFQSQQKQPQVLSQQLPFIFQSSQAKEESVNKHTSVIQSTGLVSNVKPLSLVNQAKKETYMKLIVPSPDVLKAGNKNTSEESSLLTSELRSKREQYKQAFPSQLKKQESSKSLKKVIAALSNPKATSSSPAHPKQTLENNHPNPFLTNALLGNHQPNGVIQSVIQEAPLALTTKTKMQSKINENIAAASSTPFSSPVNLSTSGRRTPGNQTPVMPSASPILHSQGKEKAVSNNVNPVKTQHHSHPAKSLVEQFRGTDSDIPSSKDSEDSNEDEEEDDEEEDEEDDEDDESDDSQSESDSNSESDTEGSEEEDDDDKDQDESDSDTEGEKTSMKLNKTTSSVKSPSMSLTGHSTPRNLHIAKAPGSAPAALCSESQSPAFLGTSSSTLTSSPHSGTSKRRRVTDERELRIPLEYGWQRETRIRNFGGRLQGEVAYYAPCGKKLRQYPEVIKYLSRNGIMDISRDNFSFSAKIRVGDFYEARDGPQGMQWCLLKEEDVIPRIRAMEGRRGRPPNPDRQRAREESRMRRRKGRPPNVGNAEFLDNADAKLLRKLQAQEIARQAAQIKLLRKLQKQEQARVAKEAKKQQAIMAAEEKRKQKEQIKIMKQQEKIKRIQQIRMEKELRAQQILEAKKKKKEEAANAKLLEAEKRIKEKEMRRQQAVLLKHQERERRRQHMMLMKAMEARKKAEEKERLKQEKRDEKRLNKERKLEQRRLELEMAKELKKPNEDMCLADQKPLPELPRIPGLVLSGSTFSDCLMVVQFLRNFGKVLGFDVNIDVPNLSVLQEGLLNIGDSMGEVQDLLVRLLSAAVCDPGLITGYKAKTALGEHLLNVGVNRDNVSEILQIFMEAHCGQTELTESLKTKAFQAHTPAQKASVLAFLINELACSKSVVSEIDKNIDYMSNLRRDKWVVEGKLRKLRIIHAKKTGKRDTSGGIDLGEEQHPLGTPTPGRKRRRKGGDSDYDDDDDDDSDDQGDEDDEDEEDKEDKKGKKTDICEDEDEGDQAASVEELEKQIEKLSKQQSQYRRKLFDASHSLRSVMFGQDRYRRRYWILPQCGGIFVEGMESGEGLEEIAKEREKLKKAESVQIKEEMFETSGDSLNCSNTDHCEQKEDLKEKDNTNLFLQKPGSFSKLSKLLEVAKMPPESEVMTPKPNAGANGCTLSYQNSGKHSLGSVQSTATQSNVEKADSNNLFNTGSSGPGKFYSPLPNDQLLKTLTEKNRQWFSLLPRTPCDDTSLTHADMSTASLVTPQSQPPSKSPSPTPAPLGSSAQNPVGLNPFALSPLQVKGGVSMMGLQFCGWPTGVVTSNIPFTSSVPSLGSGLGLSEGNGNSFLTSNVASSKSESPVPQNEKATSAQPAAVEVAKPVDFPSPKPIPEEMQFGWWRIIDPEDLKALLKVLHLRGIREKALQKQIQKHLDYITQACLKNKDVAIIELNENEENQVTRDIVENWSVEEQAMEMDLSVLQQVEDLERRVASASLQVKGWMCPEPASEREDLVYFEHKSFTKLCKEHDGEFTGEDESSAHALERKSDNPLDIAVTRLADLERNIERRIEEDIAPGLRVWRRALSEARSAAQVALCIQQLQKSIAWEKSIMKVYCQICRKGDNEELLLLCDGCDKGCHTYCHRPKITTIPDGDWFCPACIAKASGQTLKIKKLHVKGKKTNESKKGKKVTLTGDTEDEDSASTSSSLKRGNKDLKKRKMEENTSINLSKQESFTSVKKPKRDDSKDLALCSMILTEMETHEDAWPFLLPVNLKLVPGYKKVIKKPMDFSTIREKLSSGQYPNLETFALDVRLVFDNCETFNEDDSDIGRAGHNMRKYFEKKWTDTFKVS
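In this displacement format the biotinylated H3(5-23) peptide acetylated at Lys14 serves as ligand at 50 nM, with BAZ2B at 50 nM in PBS pH 7.4 containing 0.01% Tween-20. Donor and acceptor beads are 10 ug/mL final.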
JMJD2A Tudor inh: JMJD2A Tudor domain (human) inhibition; O75164; AlphaScreen JMJD2A-Tudor / H3K4me3 peptide binding; Potency, µM (highest dose often 114 µM), inactives show top-dose activity change, negative = inhibition, usual class: inhibitors; AID 504339; actives 4.4% (n = 390,000); also: potency is read from the fitted curve at half-maximal effect; % is scaled to controls: 0 for no effect and ±100 for the full control effect; nearly all actives have a fitted effect of over 50% in size
GLS inhibitor: inhibitors of human glutaminase (GLS); Potency, µM (series often up to 45.5 µM), for inactives: at the top dose activity change, negative = inhibition, usual class: inhibitors; O94925; actives 0.21% (n = 410,000); AID 624170; GLS enzymatic activity, qHTS titration; also: potency is read from the fitted curve at half-maximal effect; % is scaled to controls: 0 for no effect and ±100 for the full control effect
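Read-out is an Amplex red fluorescence increase coupled through glutamate oxidase and HRP, measured before and after 30 min room-temperature incubation. hKGA is in 45 mM KH2PO4 (pH 8.2) with 0.02% Tween-20; glutamine added as 1mM solution.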
ERG Ets-DNA blk: blocks human ERG Ets domain binding to DNA. actives 0.028% (n = 370,000). fluorescence polarization, His-ERG Ets domain / labelled DNA. AID 624246. Potency, µM (doses to about 76.9 µM), for inactives: top-dose FP activity, negative = inhibition, hits mostly inhibitors; active = well fitted inhibition curve with a large enough effect in the polarisation, with a control signal flat; inconclusive = small, poorly fitted or top-dose-only effect, or effect the other way, or a change in a side signal; inactive = no such curve, though single readings can be large or run the other way; the % refers to the polarisation;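 also: polarization taken with two DNA probes labelled with fluorescein and Texas red; potency is read from the fitted curve at half-maximal effect; % of control where 0% means no effect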
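His-tagged ERG Ets domain (1 uM in the protein solution; 300mM KCl, 50mM Tris-HCl, 1mM EDTA, 1mM DTT, pH 7.5) received compound, then a probe mix of 5 nM fluorescein-DNA and 100nM Texas-615-DNA. Fluorescence polarization was read for both dyes.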
PI4K2A block: inhibitors of human PI4K2A. Q9BTU6. purified PI4K2A, ADP-Glo luminescence, 1 h; hits give low values. activity change, negative = inhibition, % at 76.9 µM. actives 0.13% (n = 420,000). AID 1346378; in the data active = activity change below about -50%; inconclusive = mostly about -30% to -49%;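 also: -100% = wells without enzyme as full effect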
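ADP-Glo luminescence measured ADP generated by PI4K2A enzyme (4 ug/mL before mixing) with 1.2 mM PI substrate (pre-mix) and 300 microM ATP (pre-mix). Tris pH7.5 buffer with MgCl2, Triton X-100; 1 h reaction at ambient temperature.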
HP1b binding inh: blocks HP1-beta chromodomain binding to methylated histone tails. AlphaScreen HP1-beta / biotin-H3K9me3 peptide binding. Potency, µM (titrated, usually from 114 µM), for inactives: top-dose activity change, negative = inhibition, hits mostly inhibitors. actives 0.56% (n = 390,000); also: potency is read from the fitted curve at half-maximal effect; nearly all actives have a fitted effect of over 70% in size; inactives centre near 23
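AlphaScreen: HP1-beta (50 nM) preformed 30 min with biotin-H3(1-18)K9me3 peptide (50 nM) in PBS pH 7.4, 0.01% Tween-20. Compound added for 30 min at RT, then streptavidin donor/nickel chelate acceptor beads (10 ug/mL) for 30 min.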
* marks the source's active call; other numbers are inactive results; i = inactive; u = inconclusive; x = no result given; [ ] = dose if it differs, or a comment. Unless noted, calls follow the shape of the dose curve; as a rule, active = well fitted curve in the direction sought with a large enough effect; inconclusive = small, poorly fitted or top-dose-only effect, or another doubt; inactive = no such curve, though single readings can be large; an effect the other way counts as inactive or inconclusive. An unsorted share of the library; any-hit rate near 11%.

item	HP1b binding inh	GLS inhibitor	PI4K2A block	Tb PGK inh	BAZ2B block	JMJD2A Tudor inh	Pin1 inhibitor	G9a block	ERG Ets-DNA blk	SMILES
1	32%	-4%	4	-5%	-7%	-1%	0%	17%	-1%	O=C(Cc1ccc(NC2=NC3CS(=O)(=O)CC3S2)cc1)NCc1ccc(Cl)cc1 (stereo unspecified)
2	16%	18%	-2	-2%	-4%	-16%	-8%	10%	94%[activator]	Cc1ccc(NC(=O)C(C)Sc2n[nH]c(CNc3ccccc3)n2)cc1 (stereo unspecified)
3	21%	5%	8	x	2%	-10%	-9%	22%[59 µM]	-4%	N#CC(c1ccc(O)cc1)N1CCOCC1 (stereo unspecified)
4	43%[activator]	1%	1	-8%	-3%	9%	-1%	10%[59 µM]	-2%	COC(=O)c1ccccc1NC(=O)CSc1cc(-c2ccccc2)nc(C)n1
5	-37%	-4%	0	0%	-34%	u	3%	-48%	1%	CCOc1ccc(-c2nc(N)ncc2Oc2ccc(OC)cc2)c(O)c1
6	60%[activator]	0%	-2	i	x	-23%	-4%	x	6%	CC(NC(=O)Cn1cc([N+](=O)[O-])cn1)c1ccc(C(C)(C)C)cc1 (stereo unspecified)
7	-18%	10%	6	-9%	50µM*	u	7%	50µM*	-5%	COc1ccc(-c2oc(NC(=O)CCl)c(C#N)c2-c2ccc(OC)cc2)cc1
8	29%	7%	-10	-7%	50µM*	-27%	-7%	12%	-7%	C/C(=N\NC(=O)c1ccoc1C)c1ccccc1O
9	47%[activator]	-1%	0	6%	-11%	-6%	-2%	23%[59 µM]	1%	NS(=O)(=O)c1ccc(NC(=O)Cc2c(F)cccc2Cl)cc1
10	-6%	-8%	-1	-7%	-24%	u	2%	-36%[59 µM]	-3%	COc1cc2c(cc1OC)C(COc1ccc(C(C)C)cc1)N(C(=O)COc1ccccc1)CC2 (stereo unspecified)
11	20%	6%	0	i	0%	-4%	u	u	-3%	Cn1c(NC(=O)COc2ccccc2)cc(=O)n(C)c1=O
12	18%	4%	-2	-1%	-6%	-4%	-4%	x	9%	NC(=O)C1CCN(c2cc(N3CCOCC3)ccc2[N+](=O)[O-])CC1
13	16%	15%	-4	4%	2%	u	-11%	99%[activator][59 µM]	-3%	N#CCC(=O)Nn1c(=S)[nH]c2ccccc2c1=O
14	42%[activator]	1%	-1	3%	-19%	-5%	2%	-39%	-4%	C/C(CC(=O)Nc1ccccc1)=N\NC(=O)COc1ccc(C)cc1Br
15	91%[activator]	1%	2	-2%	32%	37%[activator]	-6%	15%[12.7 µM]	-11%	Cc1ccc(SC(C)c2nc(-c3ccncc3)no2)cc1 (stereo unspecified)

Filtered by structure, the compounds so far with an aryl methoxy group (three)
item	HP1b binding inh	GLS inhibitor	PI4K2A block	Tb PGK inh	BAZ2B block	JMJD2A Tudor inh	Pin1 inhibitor	G9a block	ERG Ets-DNA blk	SMILES
5	-37%	-4%	0	0%	-34%	u	3%	-48%	1%	CCOc1ccc(-c2nc(N)ncc2Oc2ccc(OC)cc2)c(O)c1
7	-18%	10%	6	-9%	50µM*	u	7%	50µM*	-5%	COc1ccc(-c2oc(NC(=O)CCl)c(C#N)c2-c2ccc(OC)cc2)cc1
10	-6%	-8%	-1	-7%	-24%	u	2%	-36%[59 µM]	-3%	COc1cc2c(cc1OC)C(COc1ccc(C(C)C)cc1)N(C(=O)COc1ccccc1)CC2 (stereo unspecified)

The list goes on:
item	HP1b binding inh	GLS inhibitor	PI4K2A block	Tb PGK inh	BAZ2B block	JMJD2A Tudor inh	Pin1 inhibitor	G9a block	ERG Ets-DNA blk	SMILES
16	11%	-8%	0	i	6%	-18%	-5%	24%	3%	CCOc1ccc(Cl)cc1S(=O)(=O)N1CCC(C(=O)NCc2ccncc2)CC1
17	37%	5%	-1	i	-6%	-4%	-4%	-18%[12.7 µM]	-1%	Cc1nc(/N=C\N(C)C)sc1C(=O)Nc1ccccc1
18	-13%	8%	-6	-6%	u	-28%	3%	-45%	11%	CCOc1ccc(NC(c2ccccc2)P(=O)(OC)OC)cc1 (stereo unspecified)
19	20%	-4%	2	6%	-5%	7%	0%	-8%[12.7 µM]	5%	O=c1c2[nH]c3ccc(F)cc3c2ncn1CCC1=CCCCC1
20	37%	-2%	-1	-9%	-10%	17%	-11%	0%[12.7 µM]	2%	CCC(=O)N1c2ccccc2CC1C(=O)N1CCN(c2ccccc2F)CC1 (stereo unspecified)
21	49%[activator]	u	6	1%	-2%	-30%	13%	16µM*	-5%	FC(F)(F)c1ccccc1-n1c(-c2ccco2)n[nH]c1=S
22	39%	1%	2	-7%	x	-3%	9%	x	7%	C=CCC[C@H](Cc1ccc(F)cc1)C(=O)OC[C@@H](NC(=O)[C@H](CC=C)CC(=O)NCCO)C(C)(C)C
23	15%	-8%	-4	6%	-7%	-11%	-2%	-15%	0%	CC(Sc1nnc(-c2ccco2)n1C)C(=O)Nc1ccc(N2CCOCC2)cc1 (stereo unspecified)
24	21%	-4%	-1	5%	5%	-29%	11%	-8%[2.33 µM]	17%	Cc1ccc(C)c(NC(=O)CN(C)C(=O)c2ccc(-c3ccc(Cl)cc3)o2)c1
25	4%	-9%	0	-19%	x	-34%	9%	u	8%	CC(C)c1ccc(NS(=O)(=O)c2ccc3[nH]cc(C(=O)NC4CCCC4)c(=O)c3c2)cc1
26	20%	24%	1	16%	u	-30%	4%	u	-1%	CCn1c(=O)n(CC)c2cc(N3CCCCC3)c(NC(=O)Nc3cc(Cl)ccc3OC)cc21
27	-6%	3%	2	-11%	u	u	2%	-28%[2.33 µM]	-9%	CCOc1ccc(S(=O)(=O)N2CCN(c3ccccc3)CC2)c2cccnc12
28	29%	8%	-2	2%	-11%	-1%	7%	x	1%	Nc1nc2ccccc2n1CCOc1ccc(F)cc1
29	32%	2%	0	-4%	-20%	-7%	6%	2%	-2%	O=C(O)CCC(=O)Nc1cccc2cccnc12
30	11%	4%	5	-2%	3%	-19%	3%	22%	-5%	O=C1CCN(Cc2ccccc2)CCN1[C@H](CO)Cc1ccccc1

Retrieved one by one from the list above:
item	HP1b binding inh	GLS inhibitor	PI4K2A block	Tb PGK inh	BAZ2B block	JMJD2A Tudor inh	Pin1 inhibitor	G9a block	ERG Ets-DNA blk	SMILES
14	42%[activator]	1%	-1	3%	-19%	-5%	2%	-39%	-4%	C/C(CC(=O)Nc1ccccc1)=N\NC(=O)COc1ccc(C)cc1Br
22	39%	1%	2	-7%	x	-3%	9%	x	7%	C=CCC[C@H](Cc1ccc(F)cc1)C(=O)OC[C@@H](NC(=O)[C@H](CC=C)CC(=O)NCCO)C(C)(C)C
6	60%[activator]	0%	-2	i	x	-23%	-4%	x	6%	CC(NC(=O)Cn1cc([N+](=O)[O-])cn1)c1ccc(C(C)(C)C)cc1 (stereo unspecified)
1	32%	-4%	4	-5%	-7%	-1%	0%	17%	-1%	O=C(Cc1ccc(NC2=NC3CS(=O)(=O)CC3S2)cc1)NCc1ccc(Cl)cc1 (stereo unspecified)

(further entries)
item	HP1b binding inh	GLS inhibitor	PI4K2A block	Tb PGK inh	BAZ2B block	JMJD2A Tudor inh	Pin1 inhibitor	G9a block	ERG Ets-DNA blk	SMILES
31	26%	9%	-3	-5%	-25%	5%	-2%	x	-5%	Cc1ccc(-c2c(C(=O)N/N=C/c3ccc(C)o3)nnn2-c2nonc2N)cc1
32	51%[activator]	2%	-5	-10%	x	-20%	-2%	x	2%	O=C(NCc1cccnc1)c1ccccc1NS(=O)(=O)c1ccc(Br)cc1
33	9%	5%	4	6%	-2%	-10%	1%	-4%[59 µM]	x	CCOC(=O)C(NC(C)=O)(Nc1ccc(S(N)(=O)=O)cc1)C(F)(F)F (stereo unspecified)
34	32%	-22%	-1	7%	10%	18%	-9%	-61%	-7%	CCOC(=O)CON1C(=O)c2ccccc2C1=O
35	-16%	-15%	-1	i	13%	-29%	-8%	7%[59 µM]	1%	CCOc1ccccc1C(=O)Nc1cc(Cl)ccc1O
36	77%[activator]	3%	-5	-10%	11%[0.457 µM]	-4%	-2%	30%[59 µM]	7%	Cn1c(=O)c(C(=O)NCc2ccc(F)cc2)c(O)c2ccccc21
37	75%[activator]	6%	8	0%	-4%	80%[activator]	-1%	48%[activator]	-18%	Cc1cc(NC(=O)COc2ccccc2)ccc1Cl
38	16%	-1%	2	i	-28%	-18%	-1%	1%	-2%	Cc1ccc(C(C)NC(=O)c2ccc3c(c2)OCCO3)cc1C (stereo unspecified)
39	-14%	-2%	7	-4%	4%	6%[11.4 µM]	-10%	10%[59 µM]	3%	c1ccc(CNc2c3c(nc4ncnn24)CCCC3)nc1
40	39%	-9%	-3	i	5%	13%	-4%	9%	7%	Cc1ccc(NC(=O)C2(S(=O)(=O)c3ccc(Cl)cc3)CC2)cc1
41	16%	2%	5	-9%	1%	-10%	-9%	u	0%	O=C(OC1CCCCC1=O)c1cccc(S(=O)(=O)N2CCCCC2)c1 (stereo unspecified)
